High-throughput results: PubChem BioAssay, Broad Institute
PGC1a acetyl inh: inhibitors of PGC1a acetylation signal, primary screen, cell-based, U2OS, AlphaScreen, inhibitor mode. AID 651687, 2012. AlphaScreen anti-acetyl-lysine; with virally co-expressed GCN5 acetyltransferase. hit rate 0.17% among 350,000. inhibition, % at 15.6 µM;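 active means every replicate shows inhibition of at least 40%; inconclusive means mean inhibition at least 40% but some replicate below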;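 further: 0% = neutral control wells and 100% = positive control wells; some results beyond the cut were filed as inactive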
C2C12 statin: suppressors of statin myotoxicity in C2C12 myotubes, primary screen, cell-based, single point, plate reader | rescue of ATP level, % at 7.49 µM | C2C12 myotubes + simvastatin, ATP luminescence, 48 h; scaled: DMSO 0, geranylgeraniol control 100 | hit rate 0.78% among 330,000;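 active means mean ATP rescue above about 67%, or every replicate alone reaching that limit, limit read from the data, passing the limit was not always enough; inconclusive means no clear call, values can overlap the other calls; inactive means mean under the limit and some replicate under it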;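 further: myotubes were challenged with 10 µM simvastatin during compound exposure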
LGR2 antag: inhibitors of bursicon-induced LGR2 CRE-luciferase signal, primary screen, cell-based, HEK293, CRE-luciferase reporter, bursicon stimulation; bursicon-stimulated, 4 h; inhibition, % at 9.99 µM; Drosophila bursicon receptor LGR2 (rickets); AID 720647, 2013; hit rate 0.35% among 380,000;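 active means drop in luminescence signal, shown as inhibition above about 50% in the replicate tests, limit read from the data, passing the limit was not always enough; inconclusive means probably only some replicates passing the limit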;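 further: agonist challenge used bursicon conditioned medium at about half maximal strength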
ERAP1 HTS inh: human ERAP1 aminopeptidase inhibitors, primary screen, biochemical, single point, plate reader | recombinant ERAP1, Leu-AMC fluorescence, 60 min | hit rate 0.15% among 340,000 | inhibition, % at 10.7 µM;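 active means mean replicate inhibition of at least 30%, or all replicates individually reaching that 30% level; inactive means mean below 30% and not every replicate reaching it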;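 further: 0% = neutral control wells and 100% = L-leucinethiol positive control wells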
Xi reactivation: activators of inactive X chromosome reactivation, primary screen, imaging, XiGFP fibroblasts, GFP high-content imaging, set 2. XiGFP mouse fibroblasts, % GFP-positive cells imaging, 3 d; cells co-treated with 5-aza-dC sensitizer; scaled so ellipticine positive control = 100%. activation, % at 7.58 µM. hit rate 0.055% among 360,000. AID 743238, 2013;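 active means mean normalized replicate activation at least 10% and every replicate at or above 10%; inconclusive means only one of the two criteria met; inactive means mean below 10% and not all replicates reach 10%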;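 further: 0% = median of on-plate neutral control wells and 100% = ellipticine 6 µM median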
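System: 68-5-11 XiGFP fibroblast line | Buffer or medium: DMEM containing 5-aza-dC | Compound: Single point | Times: Compounds 3 days, fix/stain 15 min at room temperature | Benchmarks: Positive control ellipticine, 6 µM final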
Cneo AK release: Cryptococcus neoformans cell lysis inducers, primary screen, AK release luminescence, single concentration; hit rate 0.2% among 360,000; C. neoformans lysis, adenylate kinase release luminescence, 4 h; normalised: neutral wells 0, clomiphene wells 100; lysis activity, % at 15 µM;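 active means mean lysis activity across replicates of at least 80%, whatever share of replicates individually reach that level; inactive means mean lysis activity below 80%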
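Test system: log-phase Cryptococcus neoformans yeast cells; Quantity: yeast cell density of 5 × 10^6 cells/mL; Buffer or medium: YPD; Doses: single compound concentration per well; Timing: 4 h at 37 °C static, read 1 h later; Measured by: AK luminescence; Read-out basis: lysis from increased AK signal; Control set: Clomiphene as positive control.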
SIRT5 block: SIRT5 desuccinylase inhibitors, primary screen, biochemical, fluorescence imaging, single point, set 5. Purified SirT5, succinyl-peptide AMC, trypsin-coupled fluorescence. inhibition, % at 15 µM. hit rate 1.1% among 330,000; in the data active means inhibition above about 15%; inconclusive means no clear call, values can overlap the other calls
Target sequence (Q9NXA8 whole entry, looked up): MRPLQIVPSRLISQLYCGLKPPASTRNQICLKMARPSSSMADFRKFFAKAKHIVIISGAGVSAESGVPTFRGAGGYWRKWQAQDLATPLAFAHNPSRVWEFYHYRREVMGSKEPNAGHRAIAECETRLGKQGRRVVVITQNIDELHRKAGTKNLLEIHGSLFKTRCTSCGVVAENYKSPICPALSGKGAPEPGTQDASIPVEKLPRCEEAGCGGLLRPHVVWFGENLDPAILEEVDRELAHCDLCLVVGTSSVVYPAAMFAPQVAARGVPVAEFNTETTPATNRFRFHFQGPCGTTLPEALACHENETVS
S100A4 MyoIIA: inhibitors of S100A4-myosin IIA peptide binding, primary screen, biochemical, fluorescence polarization, TAMRA-MyoIIA peptide; inhibition, % at 10.7 µM; hit rate 0.14% among 360,000;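 active means mean inhibition of at least 70% across replicates, with every replicate also reaching that level; inconclusive means mean inhibition reaches 70% but some replicates fall short; inactive means mean inhibition below 70%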
Target sequence (P26447 whole entry, looked up): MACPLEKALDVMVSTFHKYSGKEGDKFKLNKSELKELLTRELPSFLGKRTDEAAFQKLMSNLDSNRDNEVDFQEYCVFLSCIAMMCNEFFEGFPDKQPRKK
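Test system: S100A4 monomer protein; Medium: HEPES pH 7.2 with CaCl2, KCl, NaCl, DTT, Triton; Probe or stimulus: TAMRA-labelled myosin IIA heavy-chain peptide probe, 5 nM; Doses: one dose per compound; Times: polarization read 5 min after assay mix addition, stable 5–60 min; Benchmarks: neutral control DMSO, positive control TFP.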
Active calls of the source: *; u = inconclusive; x = not tested or not shown; & = joins results of further samples. A portion of the library; rates above refer to the full screens.

SMILES	PGC1a acetyl inh	C2C12 statin	LGR2 antag	ERAP1 HTS inh	Xi reactivation	Cneo AK release	SIRT5 block	S100A4 MyoIIA
COc1ccc(CN(C)c2ncnc3sccc23)c(OC)c1OC	x	-61.0	-0.2	-2.7	0.1	1.8	-8.1	0.3
O=C1NCCN1Cc1ccccc1	1.3	2.8	16.9	x	x	-0.8	x	x
FC(F)(F)c1ccccc1/C=N/n1c(C2CCCCC2)n[nH]c1=S	6.4	-10.7	-6.3	1.9	0.2	-2.4	-0.7	-2.6
Oc1cccc(CCC2CCCCN2Cc2cn[nH]c2-c2ccc3c(c2)OCO3)c1 (centres undefined)	-5.0	x	4.9	-1.9	0.1	x	0.6	-7.1
CS(=O)(=O)N(CC(O)Cn1c2ccccc2c2ccccc21)c1cccc2ccccc12 (centres undefined)	x	6.7	35.0	0.2	x	0.0	-0.6	0.2
CC(=O)Nc1ccc(NS(=O)(=O)c2cc([N+](=O)[O-])ccc2C)cc1	18.0	x	8.3	3.4	0.0	x	-3.6	-2.8
C/C(=N/NS(=O)(=O)c1ccccc1)c1c[nH]c2ccccc12	x	10.2	-5.8	-1.3	0.3	1.1	1.3	-4.1
CCN(CC)S(=O)(=O)c1ccc(OC)c(NC(=O)c2ccc(=O)[nH]c2)c1	-2.0	-26.4	0.7	x	x	1.8	1.1	0.3
COc1ccc(-c2ccc(CCC(=O)O)n2NC(=O)c2cccs2)cc1	0.3	26.3	-13.4	x	x	1.1	x	x
CN(C)CC(=O)N[C@@H]1CC[C@H](CCn2cc(CN(C)C)nn2)O[C@@H]1CO	-4.1	1.8	-2.7	-0.4	-0.1&-0.5	-1.0	-0.9	8.3

At a glance, part of the list above:
SMILES	PGC1a acetyl inh	C2C12 statin	LGR2 antag	ERAP1 HTS inh	Xi reactivation	Cneo AK release	SIRT5 block	S100A4 MyoIIA
Oc1cccc(CCC2CCCCN2Cc2cn[nH]c2-c2ccc3c(c2)OCO3)c1 (centres undefined)	-5.0	x	4.9	-1.9	0.1	x	0.6	-7.1
CS(=O)(=O)N(CC(O)Cn1c2ccccc2c2ccccc21)c1cccc2ccccc12 (centres undefined)	x	6.7	35.0	0.2	x	0.0	-0.6	0.2
CC(=O)Nc1ccc(NS(=O)(=O)c2cc([N+](=O)[O-])ccc2C)cc1	18.0	x	8.3	3.4	0.0	x	-3.6	-2.8
C/C(=N/NS(=O)(=O)c1ccccc1)c1c[nH]c2ccccc12	x	10.2	-5.8	-1.3	0.3	1.1	1.3	-4.1
CCN(CC)S(=O)(=O)c1ccc(OC)c(NC(=O)c2ccc(=O)[nH]c2)c1	-2.0	-26.4	0.7	x	x	1.8	1.1	0.3
COc1ccc(-c2ccc(CCC(=O)O)n2NC(=O)c2cccs2)cc1	0.3	26.3	-13.4	x	x	1.1	x	x
CN(C)CC(=O)N[C@@H]1CC[C@H](CCn2cc(CN(C)C)nn2)O[C@@H]1CO	-4.1	1.8	-2.7	-0.4	-0.1&-0.5	-1.0	-0.9	8.3

Following part:
SMILES	PGC1a acetyl inh	C2C12 statin	LGR2 antag	ERAP1 HTS inh	Xi reactivation	Cneo AK release	SIRT5 block	S100A4 MyoIIA
CCOc1ccc(CCNC(=O)COC(=O)c2cccc(OC)c2O)cc1OCC	x	x	-22.6	5.3	0.3	x	-4.8	6.8
Cc1ccc(C(C(=O)NC(C)(C)C)N(Cc2ccccc2)C(=O)c2snc(C(N)=O)c2N)o1 (centres undefined)	1.3	x	12.1	11.6	0.0	x	-2.4	1.3
Clc1ccc2nc(-c3cccc(SC4CCCCC4)c3)c(NCc3ccccc3)n2c1	-8.6	-24.0	-16.8	-0.4	-0.2	-0.1	-4.4	-5.7
O=C(Nc1ccc(N2CCOCC2)c(S(=O)(=O)Nc2ccccc2Cl)c1)c1ccc(F)cc1	1.6	-3.1	u	-1.2	0.1	-1.8	-3.6	-10.8
O=C(O)c1ccc(CSc2nnc(-c3ccco3)n2-c2ccccc2)cc1	-0.2	x	13.0	3.7	0.0	x	-5.7	-7.5
O=C(CNC(=O)c1ccccc1)OCCCOC(=O)CNC(=O)c1ccccc1	x	2.5	-4.3	-0.5	0.2	-1.3	-5.2	8.3
CC(=O)N(c1nc(CCl)cs1)c1ccc(C)cc1C	x	x	-1.6	0.0	0.0	x	-2.1	-17.3
CC(C)(C)c1cc(/C=C2\NC(=O)NC2=O)cc(C(C)(C)C)c1O	1.4	-20.2	27.6	0.1	0.1	-0.1	1.8	-6.9
COc1ccc(CN=C2NC(=O)CC(C(=O)Nc3ccc(Cl)cc3)S2)cc1 (centres undefined)	x	x	3.9	1.8	0.0	x	1.5	-5.3
CC(C)Cn1c(N)c(C(=O)COC(=O)[C@H](C)NC(=O)c2ccccc2Cl)c(=O)n(C)c1=O	x	-9.2	-8.4	1.4	-0.2	4.7	0.2	-1.5
CNC[C@@H]1Oc2ncc(Br)cc2C(=O)N([C@@H](C)CO)C[C@@H]1C	8.9	-1.6	0.2	-3.7	0.0	-5.5	-8.8	-0.1
O=C(CC(F)(F)F)N1C[C@H]2[C@@H](c3ccccc31)[C@@H](CO)N2CC1CCOCC1	8.4	18.7	0.8	3.9	0.0	0.5	2.1	-4.8
CC(=O)N1CCN(c2ccc(OC[C@H]3CO[C@](Cn4ccnc4)(c4ccc(Cl)cc4Cl)O3)cc2)CC1	0.3	-3.0	3.3	-0.3	0.2	-11.6	-0.5	-11.6&1.5
CCOc1ccc(CN2CCNC(=O)C2CC(=O)NCCc2nc(C)c3c(n2)CCC3)cc1 (centres undefined)	-19.5	1.1	28.8	-0.2	0.0	8.0	-3.4	-0.7
CCOc1ccc(NC(=O)CN(C)C(=O)c2ccc(-c3ccc(C(C)=O)cc3)o2)cc1OCC	14.3	-2.7	-35.4	-5.8	0.0	x	-3.8	-1.4
Cc1cccc(N=C2NC(=O)/C(=C/c3cccs3)S2)c1	x	2.1	x	-1.2	0.1	-6.2	0.3	34.7
CC(C)CC#Cc1ccc2c(c1)O[C@H](CN(C)S(=O)(=O)c1cccc(F)c1)[C@H](C)CN([C@H](C)CO)S2(=O)=O	-12.5	12.5	20.0	-2.4	0.2	0.8	20.7*	-3.6
C[C@@H]1CN([C@@H](C)CO)C(=O)c2cc(-c3ccc(F)cc3)cnc2O[C@@H]1CN(C)C(=O)c1ccc(F)cc1	1.4	8.1	-9.4	-1.1	-0.6	26.6	-0.7	10.6
C[C@@H]1CN([C@@H](C)CO)C(=O)Cc2cc(NC(=O)NC3CCCCC3)ccc2O[C@H]1CN(C)S(C)(=O)=O	3.5	4.4	-16.1	0.3	0.1	-3.1	5.4	3.0
COc1ccc(S(=O)(=O)N(C)C[C@@H]2OCc3cn(nn3)CCCC(=O)N([C@@H](C)CO)C[C@H]2C)cc1	4.0&-4.5&-1.9	4.4&-2.3&-5.7	-2.8&-2.5	-1.6&1.3&-2.4	-0.2&3.3	0.3&-0.9&-6.2	-3.5&-1.4&1.2	-1.4&2.2&8.4
CO[C@@H]1CN(C)C(=O)c2ccc(NC(C)=O)cc2OC[C@@H](C)N(C(=O)C2CCC2)C[C@@H]1C	4.9	13.5	0.1	-0.8	0.2	36.1	2.5	2.5
Cc1cccc(C)c1N1CCN(S(=O)(=O)N(C)C)CC1	-8.9	-16.3	x	-1.0	0.3	x	-8.1	-1.6
O=C(CSc1nnc(CNC(=O)c2c(F)cccc2Cl)o1)NCCc1ccccc1	-0.3	2.9	-11.8	-7.3	0.1	-2.2	-2.4	5.4
CCn1c(SCC(=O)Nc2ccccc2C(=O)OC)nnc1-c1ccc(N)cc1	12.1	0.5	5.4	x	x	-1.0	x	x
O=C(C[C@@H]1C=C[C@@H](NC(=O)C2CCC2)[C@@H](CO)O1)NCCCN1CCOCC1	6.3	-16.2	-1.7	-3.3	0.2	-6.1	-1.3	5.6
CC(=O)N(C)C[C@@H]1Oc2cc(C#Cc3cccnc3)ccc2S(=O)(=O)N([C@@H](C)CO)C[C@H]1C	14.2	8.8	-0.5	-4.6	0.2	-3.4	0.9	-1.6
C[C@@H]1CN([C@@H](C)CO)C(=O)Cc2cc(NC(=O)CCN3CCOCC3)ccc2O[C@H]1CN(C)Cc1ccc(C(F)(F)F)cc1	-9.4	-17.1	16.0	1.3	0.2	51.6	5.3	1.9
O=C(NC1CCCCC1)N1[C@@H]2CNC[C@H]1C2c1ccc(-c2ccccc2F)cc1 (some centres undefined)	x	x	-15.4	1.2	0.1	x	3.7	-22.4
C[C@@H]1CN([C@@H](C)CO)C(=O)c2cccc(NC(=O)Nc3ccc4c(c3)OCO4)c2O[C@H]1CN(C)Cc1ccncc1	1.8	8.6	-12.7	2.7	0.5	-19.6	-0.8	-2.7
CO[C@H]1CN(C)C(=O)c2ccc(NC(C)=O)cc2OC[C@H](C)N(Cc2cccnc2)C[C@@H]1C	3.3	6.5	0.6	x	-0.3	x	x	x
Cc1ccc(NC(=O)c2ccc(C)c(S(=O)(=O)N3CCOCC3)c2)nc1	-2.4	1.3	-13.2	-1.2	0.1	-5.1	-5.3	4.7
COc1ccc(OC)c(NC(=O)CN2C(=O)C(C)N(c3ccc(C)cc3)C2=O)c1 (centres undefined)	-8.4	-2.3	-16.0	0.8	0.0	-1.1	0.9	-3.1

Compound profiles, from the list above. Screens in order: PGC1a acetyl inh	C2C12 statin	LGR2 antag	ERAP1 HTS inh	Xi reactivation	Cneo AK release	SIRT5 block	S100A4 MyoIIA
Shown for Cc1cccc(C)c1N1CCN(S(=O)(=O)N(C)C)CC1 → -8.9	-16.3	x	-1.0	0.3	x	-8.1	-1.6
Shown for COc1ccc(OC)c(NC(=O)CN2C(=O)C(C)N(c3ccc(C)cc3)C2=O)c1 (centres undefined) → -8.4	-2.3	-16.0	0.8	0.0	-1.1	0.9	-3.1
